Cdc25B block: inhibitors of human Cdc25B phosphatase; recombinant Cdc25B, OMFP fluorescence Ex485/Em525; 0.1% of 65,000 active; AID 368; inhibition, %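 (compounds tested at 10 µM final in the well)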; P30305; in the data active means inhibition above about 50%
CatG inh: inhibitors of human cathepsin G. P08311. purified enzyme, AMC-tetrapeptide fluorescence, pooled mixtures. inhibition, % at 5 µM (by protocol). 0.2% of 62,000 active;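 active means inhibition above 20% in each of the two mixture wells holding the compound; inactive means inhibition of 20% or less in either well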;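 further: 0% = enzyme control without mixture and 100% = blank lacking enzyme; strong numbers were not always called active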
Target sequence (P08311 21-244 limits assumed): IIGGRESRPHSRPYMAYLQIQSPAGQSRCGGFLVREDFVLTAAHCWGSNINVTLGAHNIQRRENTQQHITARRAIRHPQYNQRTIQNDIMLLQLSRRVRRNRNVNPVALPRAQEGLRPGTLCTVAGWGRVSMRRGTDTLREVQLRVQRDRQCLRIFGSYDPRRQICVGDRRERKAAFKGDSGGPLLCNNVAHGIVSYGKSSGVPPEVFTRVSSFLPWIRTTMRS
FXIIa mix inh: factor XIIa (human) inhibition, mixture screen | purified FXIIa, fluorogenic substrate, pooled mixtures | inhibition, % at 5 µM | 0.2% of 62,000 active;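 further: 0% = enzyme without compound and 100% = no enzyme blank; some results filed as inactive read as strong as hits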
FXIa inh mix: factor XIa (human) inhibition, mixture screen; purified FXIa, fluorogenic substrate, pooled mixtures; inhibition, % at 5 µM; 0.19% of 62,000 active; P03951;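 further: each value is inhibition by a whole ten-compound pool holding the compound; 0% = enzyme with no mixture and 100% = wells lacking enzyme; strong numbers were not always called active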
Hsp90 inh: displaces geldanamycin probe from tumor Hsp90. P07900. AID 429. 0.35% of 64,000 active. inhibition, % at 30 µM. NCI-N417 lysate Hsp90, Cy3B-geldanamycin FP displacement;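 active means inhibition above 50%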;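 further: 0% = tracer plus lysate wells and 100% = tracer alone without lysate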
MKP-1 inh: inhibitors of human MKP-1 phosphatase; recombinant MKP-1, OMFP hydrolysis fluorescence; inhibition, %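 (compounds tested at a single concentration somewhere between 10 and 100 µM)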; 0.15% of 65,000 active;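 active means inhibition above about 50%, limit read from the data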;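 further: 0% = DMSO max control wells and 100% = wells with enzyme stopped by NaOH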
C1s inh: blocks human complement C1s protease activity; P09871; purified C1s, fluorogenic AMC substrate, pooled mixtures; mean inhibition % of two 10-compound mixtures (stronger effect = higher value), % at 5 µM (by protocol); 0.16% of 62,000 active;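 active means inhibition above 20% in each of the two 10-compound mixture wells holding the compound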;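 further: 0% = enzyme wells lacking compound mixture and 100% = no-enzyme blank wells; some compounds called inactive have numbers as strong as hits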
CatL inh: blocks human cathepsin L protease activity | P07711 | purified cathepsin L, fluorogenic substrate, fluorescence | inhibition, %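 (tested at 10 µM)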 | 0.17% of 58,000 active | AID 460; in the data active means inhibition above about 45%;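 further: 0% = enzyme with no compound and 100% = no enzyme blank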
Target sequence (P07711 114-288 limits assumed): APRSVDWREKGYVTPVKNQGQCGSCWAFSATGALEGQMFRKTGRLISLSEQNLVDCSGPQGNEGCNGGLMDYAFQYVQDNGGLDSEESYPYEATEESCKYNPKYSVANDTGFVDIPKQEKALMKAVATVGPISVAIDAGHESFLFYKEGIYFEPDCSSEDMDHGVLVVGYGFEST
Target sequence (P07711 292-333 limits assumed): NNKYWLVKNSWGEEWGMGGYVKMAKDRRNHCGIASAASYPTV
5HT1a ag: activates the human 5-HT1a serotonin receptor. P08908. CHO 5-HT1a Ga15 NFAT-bla reporter, FRET ratio; 0% basal, 100% maximal reference agonist. activation, % at 10 µM. 0.56% of 65,000 active. AID 567;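 active means activation above the screen-wide mean activation plus 3 SD, cut at about 19% in these data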;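 further: 0% = DMSO wells and 100% = 5-CT at EC100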
Target sequence (P08908 whole entry, looked up): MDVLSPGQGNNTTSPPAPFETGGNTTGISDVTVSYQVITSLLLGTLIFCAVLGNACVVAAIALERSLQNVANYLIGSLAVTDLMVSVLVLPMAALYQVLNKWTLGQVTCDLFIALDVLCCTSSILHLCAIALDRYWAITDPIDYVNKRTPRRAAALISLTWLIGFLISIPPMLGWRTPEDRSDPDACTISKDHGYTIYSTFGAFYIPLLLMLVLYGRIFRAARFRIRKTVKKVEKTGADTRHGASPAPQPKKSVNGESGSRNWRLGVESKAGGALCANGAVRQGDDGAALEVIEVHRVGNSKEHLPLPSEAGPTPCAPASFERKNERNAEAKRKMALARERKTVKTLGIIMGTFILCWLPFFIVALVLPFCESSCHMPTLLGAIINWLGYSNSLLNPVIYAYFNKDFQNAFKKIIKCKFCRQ
Active calls of the source: *; / = no result given. Unless noted, no stated cut-off is given here; in the data, active means inhibition above about 20% (passing the limit was not always enough); inactive means the rest.

SMILES	Cdc25B block	CatG inh	FXIIa mix inh	FXIa inh mix	Hsp90 inh	MKP-1 inh	C1s inh	CatL inh	5HT1a ag
O=C(NCCc1ccc(Cl)cc1)C1CCN(S(=O)(=O)c2ccc(-n3cnnn3)cc2)CC1	0.9	-2.6	0.3	3.8	2.0	26.5	-17.0	1.7	0.1
N=c1c(C(=O)NCc2ccc(F)cc2)cc2c(=O)n3ccccc3nc2n1CC1CCCO1 (configuration not stated)	5.5	-9.2	4.6	-19.1	-14.0	-1.6	-185.8	-57.6	30.4*
O=C1NCCCC1C(=O)N1CCN(C(=O)c2ccco2)CC1 (configuration not stated)	-13.7	7.0	1.6	11.0	-3.0	18.0	5.4	/	-4.8
Cc1cc(NC(=O)COc2cccc(Oc3ccccc3)c2)no1	-3.0	4.7	3.8	2.5	-3.9	-11.6	-2.8	9.1	-7.2
O=C(CSc1nc2ccccc2c(=O)n1Cc1ccco1)N1CCCCCC1	-5.9	-2.9	3.2	-4.3	-6.2	39.0	-21.5	16.6	0.9
Cc1cc(Br)ccc1NC(=O)CNC(=O)CN1C(=O)NC2(CCCCCC2)C1=O	-10.5	-8.8	5.0	-5.2	-1.0	26.3	26.8	1.0	-2.8
CCOC(=O)N1CCN(c2c(NCc3ccccc3OC)c(=O)c2=O)CC1	-11.8	-2.6	4.8	1.4	-2.2	0.5	-17.8	/	-1.0
CCOCCCNC(=O)C(c1ccc(C)cc1)N1CCOCC1 (configuration not stated)	-22.3	-10.6	2.5	3.7	-2.8	1.1	-22.6	1.8	1.3
COc1ccc(C)cc1S(=O)(=O)N1CCN(S(=O)(=O)c2cc(C)ccc2OC)CC1	-2.4	-6.2	8.7	-1.4	2.5	11.3	-3.0	8.3	/
CCC1CCCCN1C(=O)CSc1nnc(-c2ccc3c(c2)OCCO3)o1 (configuration not stated)	-5.6	11.1	-0.9	5.5	-1.3	8.2	14.4	-7.9	-0.4
Cc1nn(C(C)C(=O)N2CCCCC2)c(=O)c2c1sc1ccccc12 (configuration not stated)	-8.0	-9.2	30.5	1.5	0.3	67.0*	-35.5	-11.7	-0.7
CCOC(=O)c1c(N)sc(C(=O)N2CCCC2)c1C	-7.3	7.9	-2.9	-9.0	-1.4	17.2	2.2	-9.9	-0.7
O=C(CCn1c(=O)[nH]c2ccsc2c1=O)N1CCN(c2cccc(Cl)c2)CC1	-11.7	8.1	-20.2	5.8	/	12.7	12.0	1.8	-2.0
O=C(Nc1ncc(Br)s1)C1CCCN1S(=O)(=O)c1cccc2cccnc12 (configuration not stated)	-6.2	1.8	15.8	-5.7	-3.4	-3.8	-24.6	7.3	-3.6
COc1cccc(-c2csc(N3CCN(C(=O)C4CCCCC4)CC3)n2)c1	0.8	2.0	-10.6	5.0	-1.0	21.2	5.0	2.5	-0.2
O=C(COC(=O)c1ccccn1)NCCCc1ccccc1	-17.0	-5.3	2.5	2.7	-2.2	30.5	-1.2	-1.0	-0.6
CC1CC(C)CN(S(=O)(=O)c2ccc(C(=O)Nc3nnc(-c4cccs4)o3)cc2)C1 (configuration not stated)	6.7	2.3	5.1	6.5	-2.0	-9.1	41.5	-1.2	-0.3
Cc1onc(-c2ccncc2)c1C(=O)O	-1.6	-3.4	-5.2	0.6	-1.7	-2.3	5.0	4.5	-2.1
c1ccc(OCCCCn2cnc3ccccc32)cc1	-2.2	-9.7	4.5	4.3	-5.0	11.8	-29.3	-1.9	-2.0
CN1CCN(C(=O)C2CCN(S(=O)(=O)c3ccc4c(c3)oc(=O)n4C)CC2)CC1	-13.0	10.7	8.0	6.6	-3.6	-3.2	11.1	18.9	-1.0

Some of the entries above in another layout.
SMILES,Cdc25B block,CatG inh,FXIIa mix inh,FXIa inh mix,Hsp90 inh,MKP-1 inh,C1s inh,CatL inh,5HT1a ag
O=C1NCCCC1C(=O)N1CCN(C(=O)c2ccco2)CC1 (configuration not stated),-13.7,7.0,1.6,11.0,-3.0,18.0,5.4,/,-4.8
Cc1cc(NC(=O)COc2cccc(Oc3ccccc3)c2)no1,-3.0,4.7,3.8,2.5,-3.9,-11.6,-2.8,9.1,-7.2
O=C(CSc1nc2ccccc2c(=O)n1Cc1ccco1)N1CCCCCC1,-5.9,-2.9,3.2,-4.3,-6.2,39.0,-21.5,16.6,0.9
Cc1cc(Br)ccc1NC(=O)CNC(=O)CN1C(=O)NC2(CCCCCC2)C1=O,-10.5,-8.8,5.0,-5.2,-1.0,26.3,26.8,1.0,-2.8
CCOC(=O)N1CCN(c2c(NCc3ccccc3OC)c(=O)c2=O)CC1,-11.8,-2.6,4.8,1.4,-2.2,0.5,-17.8,/,-1.0

The list continues.
SMILES	Cdc25B block	CatG inh	FXIIa mix inh	FXIa inh mix	Hsp90 inh	MKP-1 inh	C1s inh	CatL inh	5HT1a ag
CC1CCCCC1NC(=O)C1CCN(S(=O)(=O)N2CCCCCC2)CC1 (configuration not stated)	-6.8	6.5	4.4	-2.5	-0.6	8.7	-29.6	3.9	0.1
Cc1cccc(OCc2nnc(SCC(=O)NCCc3ccccc3)o2)c1	-12.1	-11.1	1.4	1.9	-0.9	9.8	-14.8	-0.5	0.9
c1ccc(CCCNc2ncnc3nc[nH]c23)cc1	-9.7	1.0	7.6	5.0	-0.5	3.9	2.1	13.0	-3.5
CCOc1ccccc1Nc1nc(N)nc(CSc2nncn2C)n1	-14.3	11.6	2.0	1.7	0.1	2.6	6.9	22.2	-2.1
c1ccc(Cn2nnnc2C(c2ccccc2)N2CCN(c3nc4ccccc4s3)CC2)cc1 (configuration not stated)	-7.5	-5.8	8.1	3.4	-3.4	4.9	-0.6	1.3	-1.5
COc1ccc(N2CCN(Cc3cc(=O)oc4c3ccc3ccccc34)CC2)cc1	-11.2	12.4	2.7	5.6	-6.3	-6.0	15.8	2.9	-2.7
O=C(Oc1cccc2c(=O)[nH]ccc12)c1ccccc1	1.7	7.2	5.5	-1.0	-4.3	3.6	-4.7	26.3	0.6
CN(C)CC(O)COc1cccc(OCC(O)CN(C)C)c1 (configuration not stated)	1.1	10.7	-15.9	4.5	-3.3	-15.0	-18.4	6.6	0.1
O=C(Cc1ccccc1)N1CCC(c2nc3ccccc3[nH]2)CC1	6.6	-0.6	-14.9	13.6	-3.6	-19.0	-0.8	-9.4	0.2
CCc1cc2cc3c(cc2nc1SCC(=O)Nc1cc(C)on1)OCO3	14.1	0.3	3.3	0.1	-2.7	-12.1	-31.5	8.4	-3.3
CCOC(=O)c1c(NC(C)=O)sc2c(O)cccc12	2.6	9.1	3.4	-4.6	2.3	4.8	-20.3	14.2	-4.6
COc1ccc(N2C(=O)CSC2c2ccc3c(c2)OCO3)c(OC)c1 (configuration not stated)	-3.5	6.7	5.2	0.8	-0.3	1.3	2.8	15.2	-2.2
Cc1[nH]c(=O)[nH]c(=O)c1S(=O)(=O)NCCc1ccc(S(N)(=O)=O)cc1	-9.7	/	/	/	-1.7	-4.5	/	/	-1.1
CC1(C)CC(O)C(C)(C)N1O (configuration not stated)	5.2	-0.5	3.7	3.7	2.8	6.9	-10.5	-9.6	-3.0
CCOc1ccc2[nH]c(=O)c(CN(Cc3cccs3)Cc3nnnn3C(C)(C)CC)cc2c1	-5.3	-13.5	6.0	4.6	-3.2	25.3	-12.5	-4.0	6.6
CCOC(=O)c1ccc(NC(=O)CC2C(=O)N(c3ccc(F)cc3)C(=O)N2CCCOC)cc1 (configuration not stated)	-2.8	8.8	-3.8	1.1	-0.7	7.7	-3.5	18.6	1.4
COc1ccc(CN2CC(C(=O)NCc3ccccn3)CC2=O)cc1 (configuration not stated)	-5.4	13.6	1.5	15.5	0.6	12.8	5.2	4.1	-2.1
CCN(Cc1cc2ccc(C)cc2[nH]c1=O)C(=O)c1cccnc1	1.1	1.5	3.4	-6.6	-7.6	-13.0	-36.1	15.1	2.2
c1cc2c(cc1C1=Nn3c(nnc3C3CCCCC3)SC1)OCO2	8.7	5.9	-13.1	5.0	1.0	0.1	-2.5	17.8	0.8
CSc1nnc(NC(=O)c2ccc(C)c(S(=O)(=O)N3CCOCC3)c2)s1	2.6	-2.7	1.6	4.1	-7.1	15.6	-2.0	2.5	-0.2
Cc1cc2ccccc2c(=O)n1CC(=O)N(C)c1ccc(F)cc1	-0.9	1.1	6.5	-0.7	-4.5	5.0	-2.1	4.8	-1.7
CCCCCSc1nc(O)cc(=O)[nH]1	2.0	/	/	/	1.1	-21.2	/	1.5	4.2
N#Cc1nc(-c2cccs2)oc1NCc1ccccc1Cl	25.4	1.4	6.4	6.3	-2.3	14.6	-11.2	-49.1	-1.3
COc1cccc(-n2c(SCC(=O)NC(C)(C)C)nnc2-c2ccoc2C)c1	-11.2	0.3	-3.3	3.7	1.3	-6.4	-3.4	8.8	-0.7
CCCCOc1cc(C)nc(NCc2ccccc2)n1	-15.0	-5.7	-4.1	3.2	-0.1	-3.5	0.0	3.6	1.9
O=C(COc1ccc(=O)n(-c2ccccc2)n1)Nc1ccccc1	-10.1	-2.3	5.3	7.4	-1.4	-7.9	3.3	2.7	2.6
O=C(CCN1C(=O)c2ccccc2S1(=O)=O)NCc1ccco1	1.7	-5.1	0.5	2.2	-2.9	13.6	-7.5	-2.4	0.3
Cc1ccc(N(C(=O)CNC(=O)c2ccco2)C(C(=O)NCC2CCCO2)c2ccccc2)cc1 (configuration not stated)	-8.5	2.5	5.3	-5.8	1.0	-0.9	-49.9	3.5	-2.4
O=C(Nc1cccnc1)C1OCCc2ccccc21 (configuration not stated)	-2.0	0.5	1.8	3.6	-4.1	-8.7	-4.4	-2.9	-2.4
CCCCSc1nc2c(cnn2-c2ccc(Cl)cc2)c(=O)[nH]1	9.9	13.2	9.1	-2.1	0.4	11.9	13.2	3.8	-0.8
O=c1cc(CSc2ccc(Cl)cc2)nc2nc[nH]n12	-14.1	-9.0	-3.0	1.1	-3.0	4.0	-8.2	8.9	0.6
COc1ccccc1N1CCN(C(=O)c2cn(-c3ccccc3)nc2-c2cccnc2)CC1	-1.7	-0.2	-25.4	5.7	2.3	27.6	-1.6	-6.7	-2.2
Cc1ccc(CN2C(=O)CCC2C(=O)NCCN(CC(C)C)CC(C)C)cc1 (configuration not stated)	-12.4	0.8	5.1	-2.4	-0.3	7.6	-10.1	19.5	-2.2
Cc1nn(-c2ccccc2)c(C)c1C(=O)OC/C(O)=C(\C#N)c1nc2ccccc2[nH]1	7.3	6.1	-7.5	2.2	-15.9	32.4	14.3	22.8	0.1
COc1ccccc1CNC(=O)C1CC(=O)N(C2CCCC2)C1 (configuration not stated)	-11.3	5.2	8.3	-5.0	1.6	25.8	-53.5	9.7	0.9
CCOc1ccc2nc(N3CCC(C(=O)N4CCN(C5CCCCC5)CC4)CC3)sc2c1	-11.7	-12.4	4.9	2.5	-1.1	7.5	0.1	-2.1	-0.1
Cc1csc(NC(=O)c2sc3nc(-c4cccs4)ccc3c2N)n1	1.6	-3.5	5.5	-0.7	-2.8	29.0	-6.5	-36.0	-0.1
Cc1cc(C)c(S(=O)(=O)Nc2ccc(O)cc2)c(C)c1	-3.5	-3.2	-2.9	2.1	-1.3	7.2	2.2	10.1	-2.4
COc1ccc(C(=O)Nc2cccnc2)cc1C(=O)Nc1cccnc1	-21.7	13.9	5.2	-2.2	-3.2	-19.8	14.7	4.1	0.8
CCOc1ccc(N(CC(=O)NCC(C)C)S(C)(=O)=O)cc1	-10.5	8.6	4.9	11.7	-2.5	-3.2	12.8	3.4	-2.9
O=C(CN(Cc1ccc(F)cc1)C(=O)c1ccco1)NCc1ccc(F)cc1	-19.1	6.1	9.7	5.8	-0.3	-3.7	1.8	7.4	-0.8
CCC(C)(C(=O)NC1CCCCC1)N(Cc1ccco1)C(=O)CNC(=O)c1ccccc1 (configuration not stated)	-3.1	-1.7	1.2	1.8	/	20.5	-5.7	2.1	-1.4
COc1ccccc1CN1C(=O)[C@@H]2C(CCC(N)=O)NC3(C(=O)Nc4c3ccc(Cl)c4C)[C@@H]2C1=O (some centres not stated)	8.6	13.1	-41.3	8.6	-6.3	9.8	2.0	-4.9	2.7
COC(=O)c1nc2nc(C)cc(C(F)(F)F)n2n1	-15.6	-1.4	2.2	8.5	-0.6	8.5	-0.2	-2.0	-0.5

Assay outcomes: PubChem, several laboratories
